S2 tox: cell viability loss in ATXN counter-screen. Potency, µM (series often up to 56.7 µM), actives largely listed as cytotoxic. S2 cells (HEK-293 line with an ATXN2-luciferase reporter) viability, CellTiter-Fluor protease fluorescence, 24 h. 400,000 tested, 0.49% active; further: potency means the concentration at half of the fitted maximal effect; nearly all actives have a fitted effect of over 40% in size
Nrf2 inh: Nrf2 pathway inhibition. Potency, µM (titrated, usually from 46 µM), for the others: at the highest dose activity change, negative = inhibition, hits mostly inhibitors. AID 504444. 360,000 tested, 2.1% active. A549 ARE-Fluc reporter, luciferase luminescence, 18-24 h; further: potency means the concentration at half of the fitted maximal effect; on the % scale 0 is the no-effect control and ±100 the full control effect; nearly all actives have a fitted effect of over 60% in size
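Reporter: ARE-Fluc in A549. Exposure: 18-24 h, 37 °C, 5% CO2, 5% FBS OPTI-MEM. Readouts: fluorescent cytotoxicity (CellTiter-Fluor), then luminescent Nrf2 signal after BugLite.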
MCF10A rerep: DNA re-replication induction in MCF 10a cells; MCF 10A DNA re-replication, Hoechst nuclear intensity, 48 h; 350,000 tested, 2.9% active; Potency, µM (series often up to 46.1 µM), inactives show top-dose activity, positive = re-replication, actives largely listed as activators; further: potency means the concentration at half of the fitted maximal effect; % of control where 0% means no effect; nearly all actives have a fitted effect of over 50% in size
A549 viability: kills or reduces viability of A549 cells in Nrf2 counter-screen; 390,000 tested, 0.16% active; A549 ARE-Fluc cells, CellTiter-Fluor viability, 18-24 h; Potency, µM (titrated, usually from 46 µM), inactives show at the top dose activity change, negative = cytotoxicity, usual class: inhibitors; further: potency means the concentration at half of the fitted maximal effect; on the % scale 0 is the no-effect control and ±100 the full control effect
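A549 ARE-Fluc cells in 5% FBS OPTI-MEM, 5000 cells/well, rested 2 h then exposed to compounds in concentration-response for 18-24 h at 37 °C. Viability by CellTiter-Fluor fluorescence (Ex 405/Em 525) after 30 min; luciferase luminescence (BugLite, 15 min, RT) read afterwards.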
IL-1B inflam inh: inflammasome signaling inhibition, IL-1 beta readout; THP-1 LPS/ATP IL-1B secretion, AlphaLISA, 16 h; stronger effect = lower value; activity change, % at 57.5 µM; 360,000 tested, 4.7% active; AID 743279; in the data active means activity change below about -50%; inconclusive means mostly about -30% to -49%; further: on the % scale 0 is the no-effect control and ±100 the full control effect
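THP-1 cells pretreated 1 hr with compounds (up to 57.5 uM final), then stimulated with LPS (250 ng/mL final) plus ATP (1.25 mM final); secreted IL-1B measured by AlphaLISA after 16 hr, decreased signal indicating inhibition.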
TGFb SMAD3 inh: TGF-b pathway inhibition; HepG2 CAGA-GFP TGF-b/SMAD3 reporter, GFP fluorescence, 18 h; TGF-beta stimulated, 500 pg/mL final; Potency, µM (highest dose often 46.1 µM), without a hit: at the top dose activity, negative = inhibition, hits mostly inhibitors; 410,000 tested, 1.2% active; AID 588855; further: potency means the concentration at half of the fitted maximal effect; on the % scale 0 is the no-effect control and ±100 the full control effect; nearly all actives have a fitted effect of over 65% in size
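Inhibition was scored as loss of TGF-beta-induced (500 pg/mL final, 18 hours, 37 degrees C) GFP in HEPG2 cells carrying a CAGA-GFP reporter, in DMEM with 1% FBS. Well GFP was summed per cell; Activity was normalised to unstimulated and stimulated DMSO wells, then concentration-response fitting.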
ATXN2 expr inh: reduces ATXN2 reporter expression in HEK-293 cells | HEK-293 ATXN2-luciferase reporter, luminescence, 24 h | Potency, µM (series often up to 57 µM), for the others: at the top dose activity change, negative = inhibition, most hits filed as inhibitors | 360,000 tested, 0.72% active; further: potency means the concentration at half of the fitted maximal effect; on the % scale 0 is the no-effect control and ±100 the full control effect; nearly all actives have a fitted effect of over 55% in size
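ATXN2-luciferase reporter cells (luciferase flanked by upstream and downstream ATXN2 gene portions) were treated 24 h at 37 °C with compounds at up to 57 uM. SteadyGlo luminescence gave expression; GF-AFC fluorescence gave viability.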
Nrf2 activator: activates Nrf2 signaling; AREc32 ARE-luciferase reporter (MCF7-derived line), luminescence, 24 h; Potency, µM (highest dose often 46.1 µM), inactives show at the top dose activation, most hits filed as activators; 410,000 tested, 0.31% active; AID 624171; further: potency means the concentration at half of the fitted maximal effect; % of control where 0% means no effect; nearly all actives have a fitted effect of over 65% in size
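Luminescent ARE reporter assay in AREc32_Fluc cells: overnight plating at 37 deg C, 24 hr compound incubation, Steady-Glo added, 30 min RT before reading.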
HepG2 viability: HepG2 cytotoxicity, counter-screen for TGF-b inhibitors | Potency, µM (top dose mostly 46.1 µM), without a hit: at the top dose activity change, negative = cytotoxicity, usual class: cytotoxic | AID 588856 | 410,000 tested, 0.76% active | HepG2 CAGA-GFP viability, ATP luminescence, 18 h; further: potency means the concentration at half of the fitted maximal effect; some results filed as inactive show a strong effect at the top dose
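HepG2 CAGA-GFP cells (1000/well, DMEM with 1% FBS) received compound, then TGF-beta at 500 pg/mL final, and were incubated 18 hours at 37 degrees C. Viability was read by CellTiter-Glo luminescence. Media-only wells were set as complete cell-killing and DMSO as no toxicity.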
* hit, by the source's call; i = inactive; ? = inconclusive; . = not tested or not shown; & = joins results of further samples; [ ] = dose if it differs, or a comment. Unless noted, the call rests on the fitted dose curve; in most records, active means well fitted curve in the direction sought with a large enough effect; inconclusive means small, poorly fitted or top-dose-only effect, or another doubt; inactive means no such curve, though single readings can be large; an effect the other way counts as inactive or inconclusive.

SMILES	S2 tox	Nrf2 inh	MCF10A rerep	A549 viability	IL-1B inflam inh	TGFb SMAD3 inh	ATXN2 expr inh	Nrf2 activator	HepG2 viability
CSc1ccc(CN(C)C(=O)CNC(=O)c2sc3ccccc3c2Cl)cc1	i	10µM*	12%	?	-7	-3%	-3%	0.5%	8%
CCc1ccc2[nH]c(=O)c(CN(CCN(C)C)C(=O)Nc3ccccc3OC)cc2c1	i	-5%	19%	3%	?	29%	-11%	0.2%	-23%
O=C(Oc1cc2oc(=O)c3c(c2cc1Cl)CCCC3)c1ccco1	i	3%	24%	-6%	66	-8%	82%[activator]	8.5%	3%
COc1ccc(-n2c(C)nnc2SCC(=O)NC2CC2)cc1	i	6%	10%	6%	22	22%	0%	0.3%	7%
Cc1cc(NC(=O)CSc2nncn2N)no1	i	6%	5%	-5%	0	-1%	-21%	-0.6%	-3%
Cc1ccc2c(=O)c(C(=O)c3ccc(F)cc3)cn(CC(=O)NCc3ccccc3Cl)c2n1	i	23%	.	-3%	.	0%	2%	-1.4%	-8%
CC(=O)Nc1ccc(S(=O)(=O)N2C(C)CCCC2C)cc1 (stereo unspecified)	i	1%	?	0%	9	14%	12%	-1.6%	18%
CC1CCc2c(sc(NC(=O)COC(=O)C3CCCO3)c2C#N)C1 (stereo unspecified)	i	22%	-23%[9.22 µM]	0%	76	-3%	7%	15%	-14%
O=C(OCC#CCSc1nnc(-c2ccc(Br)cc2)o1)c1cccs1	i	7%	1%&-26%	-15%	-15	7%	4%	12%	18%
CC(C)(C)NC(=O)CN(Cc1ccco1)C(=O)CCC(=O)Nc1nccs1	i	5%	-12%	14%	-10	-1%	1%	-0.3%	-32%
O=C(O)c1ccc(/C=N/NC(=S)NCc2ccccc2)cc1	i	-10%	-19%	11%	-1	-4%	?	-0.5%	-46%
CCCCN(CC)Cc1c(C)[nH]c2c(ccc3ccccc32)c1=O	i	4%	29%	-11%	-5	-38%	-13%	11%	-32%
O=C(COc1ccc(F)cc1)N(Cc1cccs1)C1CCS(=O)(=O)C1 (stereo unspecified)	i	5%	13%	2%	-1	-2%	-18%	-0.6%	1%
COC(=O)c1[nH]c2ccc(C)cc2c1NC(=O)CN1CCCC(C)(C)C1	?	?	?	-21%	?	?	-11%	5.5%	-4%
CCOc1ccc(C2/C(=C(\O)c3cccc(OC)c3)C(=O)C(=O)N2c2cc(C)on2)cc1OC (stereo unspecified)	i	9%	-10%	-6%	15	-8%	1%	0.0%	2%
O=P(O)(CCCP(=O)(O)CCc1ccccc1)CCc1ccccc1	i	4%	4%	1%	14	0%	-8%	-0.4%	-29%
CN(C/C=C/C#CC(C)(C)C)Cc1cccc2ccccc12	i	6%	-15%&21%	-7%	19	15%	-20%&1%	-1.2%	-1%
Cc1c(Br)c([N+](=O)[O-])nn1CC(=O)N1CCCc2ccccc21	i	-2%	-7%	-24%	-2	-3%	3%	0.0%	-13%
COc1ccc(Cn2c(-c3ccc(C)cc3)c[n+]3ccccc23)cc1	?	0.73µM*	?	-16%	0	?	17µM*	3.4%	-28%
Cc1ccc(/C=C/C(=O)N2CCN(S(=O)(=O)c3c(C)c(C)cc(C)c3C)CC2)o1	i	-8%	?	-3%	-29	?	3%	16%	-44%
COC(=O)c1sccc1NC(=O)/C=C\c1ccc(Cl)cc1Cl	i	?	-4%	1%	0	19%	19%	?	-6%
CCOC(=O)C1CCCN(C(=O)C2CCCN(S(C)(=O)=O)C2)C1 (stereo unspecified)	i	-3%	22%	2%	9	-11%	3%	-1.1%	6%
OCC1CCCC(n2cnc3c(=S)nc[nH]c32)O1 (stereo unspecified)	?	3%	?	-16%	33	-1%	-2%	-0.2%	-8%
COc1cc2c(cc1OC)CN(C(=O)c1ccc(Br)o1)CC2	i	-17%	1%	1%	-3	-14%	-13%	-1.0%	14%

A run of entries from the list above:
SMILES	S2 tox	Nrf2 inh	MCF10A rerep	A549 viability	IL-1B inflam inh	TGFb SMAD3 inh	ATXN2 expr inh	Nrf2 activator	HepG2 viability
O=C(COc1ccc(F)cc1)N(Cc1cccs1)C1CCS(=O)(=O)C1 (stereo unspecified)	i	5%	13%	2%	-1	-2%	-18%	-0.6%	1%
COC(=O)c1[nH]c2ccc(C)cc2c1NC(=O)CN1CCCC(C)(C)C1	?	?	?	-21%	?	?	-11%	5.5%	-4%
CCOc1ccc(C2/C(=C(\O)c3cccc(OC)c3)C(=O)C(=O)N2c2cc(C)on2)cc1OC (stereo unspecified)	i	9%	-10%	-6%	15	-8%	1%	0.0%	2%
O=P(O)(CCCP(=O)(O)CCc1ccccc1)CCc1ccccc1	i	4%	4%	1%	14	0%	-8%	-0.4%	-29%
CN(C/C=C/C#CC(C)(C)C)Cc1cccc2ccccc12	i	6%	-15%&21%	-7%	19	15%	-20%&1%	-1.2%	-1%
Cc1c(Br)c([N+](=O)[O-])nn1CC(=O)N1CCCc2ccccc21	i	-2%	-7%	-24%	-2	-3%	3%	0.0%	-13%
COc1ccc(Cn2c(-c3ccc(C)cc3)c[n+]3ccccc23)cc1	?	0.73µM*	?	-16%	0	?	17µM*	3.4%	-28%
Cc1ccc(/C=C/C(=O)N2CCN(S(=O)(=O)c3c(C)c(C)cc(C)c3C)CC2)o1	i	-8%	?	-3%	-29	?	3%	16%	-44%

Further compounds
SMILES	S2 tox	Nrf2 inh	MCF10A rerep	A549 viability	IL-1B inflam inh	TGFb SMAD3 inh	ATXN2 expr inh	Nrf2 activator	HepG2 viability
COc1ccccc1CNc1n[nH]c(NCc2ccccc2OC)n1	i	.	0%	7%	7	-8%	13%	0.4%	10%
O=C(CCN1C(=O)c2ccccc2C1=O)NC1=NCCS1	i	9%	-3%	6%	-14	-6%	5%	-0.4%	-3%
O=C(CCNS(=O)(=O)c1cccc2nonc12)N1CCN(c2cccc(Cl)c2)CC1	i	.	-3%	11%	-12	1%	-13%	1.7%	-32%
O=C(c1ccco1)N1CCN(C(=O)c2cnn3c(C(F)(F)F)cc(-c4cccs4)nc23)CC1	i	?	0%	?	-13	1%	-2%	-0.3%	-3%
O=C(CNc1ccccc1)c1ccc([N+](=O)[O-])cc1	i	-1%	0%	-3%	3	5%	4%	5.2%	7%
CCC(NC(=O)c1ccccc1NC(=O)c1ccco1)C(=O)NNC(=O)c1ccc(OC)cc1 (stereo unspecified)	i	-22%	?	17%	-120*	-1%	.	-0.2%	8%
CSc1cccc(NC(=O)c2cnn3ccccc23)c1	i	?	14%	2%	-3	-12%	70%[activator]	21%	-14%
Cc1c(CCOC(=O)c2ccc(N3CCOCC3)c([N+](=O)[O-])c2)sc[n+]1CC#N	?	16µM*	16µM*	?	-102*	?	?	9.6%	-27%
CCCCn1c(N)c(Br)c(=O)[nH]c1=O	i	?	-2%	7%	20	-3%	.	0.1%	1%
COc1ccc(Sc2nnc(-c3ccccc3)cc2C#N)cc1	i	.	1%	2%	-3	9%	-13%	-0.3%	-24%
Cc1ccc(OCCSc2nc3ncnc(N)c3[nH]2)cc1	i	2%	?	-1%	-8	-1%	.	0.7%	0%
COc1ccc(S(=O)(=O)Nc2ccc3c(c2)C(=O)N([C@H](C)CO)C[C@H](C)[C@@H](CN(C)S(=O)(=O)c2cccs2)O3)cc1	i	8%	-1%	4%	-9	11%	6%	4.5%	1%
Cc1ccccc1N1CCN(CC(=O)Nc2nccs2)CC1	i	-15%	2%	6%	18	-11%	-23%	0.1%	-2%
O=C(NCC1CCCO1)c1cccc(-n2cnnn2)c1 (stereo unspecified)	i	-6%	0%	-15%	-3	-8%	-3%	0.2%	-2%
C/C(=N\NC(=O)COc1ccc([N+](=O)[O-])cc1)C(C)(C)C	i	5%	3%	-2%[1.84 µM]	-5	5%	-8%	0.0%	-10%
COc1ccc2c(c1)CCCC21SC(NC(C)=O)=NN1C(C)=O (stereo unspecified)	.	5%	-10%	-2%	-2	-6%	0%	-0.5%	-31%
CCCOC(=O)CCc1n[nH]c(=O)[nH]c1=O	i	.	0%	-1%	29	1%	13%	-0.4%	11%
Cc1noc(C)c1COC(=O)COc1ccc2c(C)cc(=O)oc2c1	i	?	2%	-5%	-15	?	1%	0.0%	-13%
Cc1ccc(N(C(C)C(=O)N2CCOCC2)S(C)(=O)=O)cc1C (stereo unspecified)	i	-1%	-13%	1%	18	-5%	-4%	-0.8%[9.22 µM]	-8%
Cn1cc(C(=O)C(=O)N2CCCCC2)c2ccccc21	i	0%	-10%	0%	22	-4%	11%	-0.4%	-1%
CC(C)(CN1CCCC1)NC(=O)C1CCC(=O)N(CCCN2CCOCC2)C1 (stereo unspecified)	i	2%	3%	4%	6	0%	-10%	-0.5%	12%
Cc1ccc(C(=O)NCC(=O)OCC(=O)c2cc(C)n(Cc3ccco3)c2C)cc1	i	-3%	-4%	0%	0	5%	-11%	-1.0%	1%
COc1ccc(NC(=O)C2CCCN2S(=O)(=O)c2ccc(C)cc2)cc1 (stereo unspecified)	i	-18%	-5%	-1%	-9	-18%	9%	0.1%	-13%
O=C(NCC(c1cccs1)N1CCOCC1)C1CCN(S(=O)(=O)c2c(Cl)cccc2Cl)CC1 (stereo unspecified)	i	-15%	7%	-15%	9	-6%	1%	-1.0%	12%
Cc1ccc(N(CC(C)C)S(=O)(=O)c2nnc(NC(=O)c3ccco3)s2)cc1	.	?	.	-5%	.	-28%	.	6.6%	-39%
OC(c1ccc2ccccc2c1)c1ncc(-c2ccc(C(F)(F)F)cc2)[nH]1 (stereo unspecified)	?	.	.	.	-8	?	?	0.1%	-36%

Source: PubChem BioAssay (National Center for Advancing Translational Sciences (NCATS))
